Ba/F3 V617F tox = reduced viability of JAK2V617F-dependent Ba/F3 cells, primary screen, JAK2V617F inhibitor project, cell-based, Ba/F3 EpoR-JAK2V617F, luminescence; AID 1446, 2008; actives 1.1% (n = 220,000); inhibition, % at 5.6 µM; ATP luminescence;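 active = inhibition above the campaign mean plus 3 SD over all tested compounds, cut at about 24% in these data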;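 note: cytokine-independent growth of Ba/F3 cells driven by EpoR plus mutant JAK2; 0% = DMSO-treated cells and 100% = JAK inhibitor I control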
p97 inhibitor = inhibitors of human p97 ATPase, primary screen, biochemical | actives 0.42% (n = 220,000) | recombinant p97 ATPase, Kinase-Glo ATP luminescence, 3 h | Transitional endoplasmic reticulum ATPase (Homo sapiens), P55072 | AID 1481, 2009 | inhibition, % at 8 µM; in the data active = inhibition above about 15%;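 note: 0% = DMSO vehicle and 100% = wells lacking enzyme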
EP2 antag = human EP2 receptor antagonists, primary screen, TR-FRET cAMP, C6 glioma cells | inhibition, % at 25 µM | Prostaglandin E2 receptor EP2 subtype (Homo sapiens), P43116 | AID 1422, 2008 | actives 0.52% (n = 260,000) | C6 glioma cells expressing human EP2; cells stimulated with saturating PGE2;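 active = percent inhibition above 40 after rounding to a whole number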;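 note: rat C6 glioma host cells with rolipram phosphodiesterase inhibitor present; the protocol text gives 20 µM as final concentration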
BaF3 parental = parental Ba/F3 cell viability inhibition, counter-screen for JAK2V617F inhibitor project, murine pro-B, CellTiter-Glo luminescence; actives 1.1% (n = 220,000); inhibition, % at 5.6 µM; CellTiter-Glo ATP luminescence; AID 1486, 2009;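 active = inhibition above a per-campaign cutoff, the mean inhibition of all tested compounds plus 3 SD, cut at about 27% in these data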;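 note: 0% = DMSO wells and 100% = JAK Inhibitor I control wells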
RBBP9 inhibitor = human RBBP9 inhibitors, primary screen, biochemical, fluorescence polarization, FP-Rh probe, HTS; Serine hydrolase RBBP9 (Homo sapiens), O75884; recombinant RBBP9; inhibition, % at 7.94 µM; actives 0.2% (n = 220,000); AID 1515, 2009;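 active = inhibition above the campaign mean of all tested compounds plus 3 SD, cut at about 14% in these data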;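 note: plate controls were DMSO wells with RBBP9 for no effect and wells lacking RBBP9 protein for full effect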
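Assay system: recombinant human RBBP9; Reagent: Serine-hydrolase probe FP-Rh, 375 nM pre-mixing; Doses: 7.94 µM single dose, 0.794% DMSO; Incubation: 30 min then 45 min, 25 °C; Detection: fluorescence polarization (mP), excitation 525 nm, emission 598 nm; Evaluation: percent inhibition from mP, scaled between DMSO and no-protein wells.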
Furin inh = human furin inhibitors, primary screen, biochemical, fluorescence intensity. inhibition, % at 30 µM. purified furin, fluorogenic substrate cleavage. P09958. actives 0.061% (n = 220,000). AID 463115, 2010; in the data active = inhibition above about 25%; note: inactives centre near -15
Target sequence (P09958 108-714 limits assumed): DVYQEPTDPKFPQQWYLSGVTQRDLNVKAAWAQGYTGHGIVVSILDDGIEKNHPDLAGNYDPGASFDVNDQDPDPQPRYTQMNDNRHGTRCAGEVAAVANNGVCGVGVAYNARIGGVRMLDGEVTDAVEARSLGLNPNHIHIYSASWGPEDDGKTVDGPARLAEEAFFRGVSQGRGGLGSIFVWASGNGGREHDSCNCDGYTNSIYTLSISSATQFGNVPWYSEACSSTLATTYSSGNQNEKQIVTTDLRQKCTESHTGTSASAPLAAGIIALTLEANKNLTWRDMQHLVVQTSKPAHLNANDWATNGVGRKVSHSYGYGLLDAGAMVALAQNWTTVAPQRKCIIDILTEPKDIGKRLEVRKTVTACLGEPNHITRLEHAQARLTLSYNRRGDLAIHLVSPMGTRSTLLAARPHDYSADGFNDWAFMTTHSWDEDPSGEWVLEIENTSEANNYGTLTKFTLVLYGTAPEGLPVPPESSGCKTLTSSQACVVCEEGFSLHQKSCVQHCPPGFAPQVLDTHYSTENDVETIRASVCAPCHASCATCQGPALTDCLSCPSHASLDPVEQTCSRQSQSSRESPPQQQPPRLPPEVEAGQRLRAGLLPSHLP
PPC-1+TRAIL kill = compounds killing PPC-1 cancer cells with TRAIL present, primary screen, TRAIL potentiator project, ATPLite luminescence, uHTS. PPC-1 cells + TRAIL, ATPLite viability luminescence. cell killing (% activity), % at 4 µM. actives 0.41% (n = 220,000);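 active = cell killing above 50% in the first pass at 4 µM, then a duplicate retest at 5 µM averaging 50% or more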;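 note: plate controls were cells with TRAIL plus DMSO for no effect and medium-only wells lacking cells for full effect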
TbHK1 inh = Trypanosoma brucei hexokinase 1 inhibitors, primary screen, biochemical, G6PDH-coupled NADH absorbance, MLSCN library | recombinant TbHK1, G6PDH-coupled NADH A340 | inhibition, % at 10 µM | actives 0.11% (n = 220,000) | AID 1430, 2008;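 active = inhibition of 50% or more in the single-dose primary screen; inactive = inhibition below 50%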
p47phox inh = p47phox/p22phox peptide binding inhibitors, primary screen, biochemical, uHTS, NADPH oxidase regulatory subunit; fluorescence polarization, 2 h; inhibition, % at 24.7 µM; actives 0.53% (n = 220,000);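 active = inhibition above about 30%, limit read from the data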;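 note: 0% = p47phox with labelled peptide and 100% = labelled peptide alone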
Target sequence (P14598 whole entry, looked up): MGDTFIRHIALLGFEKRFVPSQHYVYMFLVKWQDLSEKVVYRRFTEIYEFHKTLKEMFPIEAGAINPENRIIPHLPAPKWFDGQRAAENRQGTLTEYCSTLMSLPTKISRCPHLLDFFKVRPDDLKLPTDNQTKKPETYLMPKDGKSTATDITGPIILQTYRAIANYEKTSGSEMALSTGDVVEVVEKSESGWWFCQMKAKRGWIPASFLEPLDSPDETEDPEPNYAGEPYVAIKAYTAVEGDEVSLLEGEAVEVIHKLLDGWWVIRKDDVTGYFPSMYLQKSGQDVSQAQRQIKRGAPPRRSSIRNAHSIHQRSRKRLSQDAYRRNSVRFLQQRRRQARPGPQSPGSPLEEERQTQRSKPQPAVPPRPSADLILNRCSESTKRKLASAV
Active calls of the source: *; nt = not tested or not shown; & = joins results of further samples; [ ] = remark or other dose. Not all compounds are listed; the hit share may differ from the screen's.

SMILES | Ba/F3 V617F tox | p97 inhibitor | EP2 antag | BaF3 parental | RBBP9 inhibitor | Furin inh | PPC-1+TRAIL kill | TbHK1 inh | p47phox inh
Cc1ccc(NC(=O)C2(C)Cc3ccccc3C(=O)O2)cc1 (stereo not given) | 0 | 3 | 6 | 5 | -2 | -24 | -3 | 3 | 3
CC(=O)NC(CC(=O)N(C)Cc1c(F)cccc1Cl)c1ccccc1 (stereo not given) | -2 | 0 | 1 | -3 | 0 | -4 | 18 | -4 | -6
CCOc1ccccc1CN1CCN(C2CCSCC2)CC1CCO (stereo not given) | 2 | -5 | 1 | 2 | -4 | -12 | 9 | -5 | -49
Cc1ccc(NC(=S)N2CCC(c3nc4ccccc4s3)CC2)cc1 | 20 | 2 | 17 | 11 | -9 | -21[20 µM] | -3 | 2 | -7
COc1ccc(S(=O)(=O)Nc2cc(C)nn2-c2ccccc2)cc1 | -2 | 2 | 12 | 4 | -4 | -21[20 µM] | -10 | -3 | -8
Cc1cccc(C(=O)NN2C(=O)C3C(c4ccccc4)C=CC(c4ccccc4)C3C2=O)c1 (stereo not given) | -1 | 5 | 2 | -1 | -16 | -21[20 µM] | -4 | 8 | -3
CC(C)Cc1cc(C(=O)NCCCN2CCOCC2)no1 | -1 | -4 | 9 | 1 | -6 | -3 | 12 | -1 | -7
O=C(NCN1C(=O)C2C3C=CC(C3)C2C1=O)Nc1cccnc1 (stereo not given) | -2 | 2 | 13 | 3 | 0 | -16[20 µM] | 9 | -9 | -7
CC(CNC(=O)c1ccc(N)cc1)NC(=O)c1ccc(N)cc1 (stereo not given) | -2 | 4 | 7 | 1 | -5 | -6 | 16 | -7 | -11
Nc1ccc(C(=O)N/N=C\C=C\c2cccc([N+](=O)[O-])c2)cc1 | 3 | -3 | 7 | 4 | -15 | 0 | 4 | -47 | -2

3 of these compounds, reformatted.
Every second line gives: Ba/F3 V617F tox	p97 inhibitor	EP2 antag	BaF3 parental	RBBP9 inhibitor	Furin inh	PPC-1+TRAIL kill	TbHK1 inh	p47phox inh
> Cc1cccc(C(=O)NN2C(=O)C3C(c4ccccc4)C=CC(c4ccccc4)C3C2=O)c1 (stereo not given)
  -1	5	2	-1	-16	-21[20 µM]	-4	8	-3
> CC(C)Cc1cc(C(=O)NCCCN2CCOCC2)no1
  -1	-4	9	1	-6	-3	12	-1	-7
> O=C(NCN1C(=O)C2C3C=CC(C3)C2C1=O)Nc1cccnc1 (stereo not given)
  -2	2	13	3	0	-16[20 µM]	9	-9	-7

Complete entries as entered above. Order of values: Ba/F3 V617F tox, p97 inhibitor, EP2 antag, BaF3 parental, RBBP9 inhibitor, Furin inh, PPC-1+TRAIL kill, TbHK1 inh, p47phox inh
CC(CNC(=O)c1ccc(N)cc1)NC(=O)c1ccc(N)cc1 (stereo not given) across the screens: -2, 4, 7, 1, -5, -6, 16, -7, -11
Cc1cccc(C(=O)NN2C(=O)C3C(c4ccccc4)C=CC(c4ccccc4)C3C2=O)c1 (stereo not given) across the screens: -1, 5, 2, -1, -16, -21[20 µM], -4, 8, -3

Next compounds:
SMILES | Ba/F3 V617F tox | p97 inhibitor | EP2 antag | BaF3 parental | RBBP9 inhibitor | Furin inh | PPC-1+TRAIL kill | TbHK1 inh | p47phox inh
CCc1ccc(S(=O)(=O)NCCc2csc(-c3ccccc3)n2)s1 | 2 | -11 | 5 | 10 | -18 | 19[20 µM] | 13 | 13 | -13
Cc1cc(C)n(C2CC(=O)N(c3ccccc3)C2=O)n1 (stereo not given) | 4 | 3 | 7 | 3 | 3 | -15[20 µM] | -19 | -1 | -9
O=[N+]([O-])c1ccccc1N/N=C/c1c[nH]c2ccccc12 | 0 | -3 | 22 | 4 | -1 | -20[20 µM] | 18 | -2 | -6
COc1cccc(C(c2nnnn2Cc2ccco2)N2CCN(Cc3ccccc3)CC2)c1OC (stereo not given) | -4 | -4 | 1 | 2 | -6 | -15 | 14 | 0 | 0
COc1ncnc2c1sc1nc(-c3ccccc3)c3c(c12)CCCC3 | 4 | -5 | 0 | 3 | -12 | -14 | 6 | -15 | -11
Cc1ccc(/C=N/n2c(C)cc(C)c(C#N)c2=O)cc1 | -4 | 5 | 12 | -4 | -6 | -25[20 µM] | 0 | -27 | -1
O=C(CSCc1cccc(CSCC(=O)Nc2ccccc2)n1)Nc1ccccc1 | 2 | -2 | 6 | 8 | -5 | -12[20 µM] | 13 | 1 | -14
O=C(O)COc1ccc(/C=N/NC(=O)COc2nsnc2N2CCOCC2)cc1 | -2 | 3 | 4 | 2 | -2 | -9 | 4 | 1 | 4
CC(C)(NC(=O)N1CCCC1)c1cccc(C(C)(C)NC(=O)N2CCCC2)c1 | 7 | 0 | 5 | 2 | 1 | 0[20 µM] | 11 | 8 | 11
O=C(N/N=C/C=C/c1ccco1)c1ccccc1Cl | 2 | 4 | 7 | 2 | -10 | 13 | 3 | -78 | 2
O=C(NC1CCCCC1)NC12CC3CC(CC(C3)C1)C2 | 2 | -2 | 6 | 4 | -6 | -19 | 4 | 1 | 1
Cc1ccc(S(=O)(=O)c2c(C)nn(C(C)(C)C)c2OC(=O)c2cccs2)cc1 | 0 | -2 | 4 | 0 | 1 | -23 | 7 | -5 | -11
O=C(CSc1nnc(-c2ccc(Cl)cc2)n1Cc1ccco1)c1cccs1 | -3 | 4 | 14 | 0 | -3 | -13 | 0 | 3 | -36
CCOC(=O)NC(=O)CSc1nnnn1-c1ccccc1 | 3 | 1 | 9 | 4 | -7 | 38*[20 µM] | 19 | 4 | -12
CC(C)CCn1c(SCCN2CCOCC2)nc2c1c(=O)[nH]c(=O)n2C | -4 | 6 | 8 | 3 | -6 | -2 | 24 | 5 | -6
COC(=O)c1c(NC(=O)C2Cc3ccccc3C(=O)O2)sc2c1CCCC2 (stereo not given) | -8 | 2 | 5 | 1 | -8 | -6 | 2 | -6 | -18
Cc1cccc(C)c1NC(=S)N(Cc1ccccc1)Cc1cccs1 | 3 | 0 | 9 | 11 | -13 | -17 | 9 | -5 | -1
CCOC(=O)Cn1nc(C)c(-c2ccccc2)c1N | -3 | 7 | 9&10 | 3 | 0 | -25 | 3 | 4 | -11
CCOc1cc(CO)cc(Br)c1OCC(N)=O | 4 | -1 | 8 | 7 | 0 | -29 | 8 | 3 | 7
Cc1ccc(C)c(N2CCN(C(=S)Nc3ccc4nc(N5CCN(C)CC5)cc(C)c4c3)CC2)c1 | 5 | -7 | 4 | 15 | -3 | 3 | 6 | -4 | 15
COc1cc(C2=Nc3c(c(C)nn3-c3ccccc3)P(=O)(N3CCOCC3)O2)cc(OC)c1OC (stereo not given) | 0 | 4 | 13 | 4 | -3 | -16[20 µM] | 18 | -7 | -5
CC(=O)N1CCC2(CC1)C(C#N)=C(N)OC1=C2C(=O)CC(C)(C)C1 | -4 | 4 | -1 | -2 | -7 | -5[20 µM] | 20 | -2 | -9
COCCNC(=O)c1ccc2c3n(nc2c1)-c1ccccc1CO3 | nt | nt | 17 | nt | nt | -30 | 50*[5 µM] | -29 | 0
C(#CCN1CCC(Cc2ccccc2)CC1)COCCOCc1ccccc1 | -1 | 0 | -2 | 8 | 0 | -25 | 2 | -1 | -7
CCN(CC)C(=S)SCC(=O)Nc1ncc2c(n1)CC(C)(C)CC2=O | -1 | 2 | 10 | 0 | 0 | -19 | 8 | -3 | -12
Cc1ccc(Sc2ccc(N)cc2C#N)cc1 | -4 | 0 | 11 | 7 | -2 | -12[20 µM] | nt | -3 | nt
O=C(Nc1ccc(Cc2ccncc2)cc1)C1CCC(N2C(=O)C3CC=CCC3C2=O)CC1 (stereo not given) | -3 | 1 | 9 | 8 | -3 | -15[20 µM] | 3 | -10 | -8
COc1cccc(OC)c1C(=O)Nc1nc2ccc(S(C)(=O)=O)cc2s1 | -3 | 3 | 20 | -5 | -5 | -16 | 24 | -12 | -3
O=C(c1ccccc1)c1c(O)cc(-c2ccccc2)oc1=O | 3 | 3 | 6 | 9 | -5 | 5 | 15 | 5 | -1
CCC(C(=O)O/N=C(\N)c1ccc(Cl)cc1)c1ccccc1 (stereo not given) | 1 | 0 | 10 | 3 | -7 | -23[20 µM] | 4 | -16 | -19
CCOC(=O)c1c(C)nc2sc3c(=O)[nH]cnc3c2c1-c1ccc(OC)cc1 | -5 | 1 | 8 | 3 | 5 | 2 | 13 | -9 | 7
Cc1nc(C)c(C(=O)Nc2ccccc2)s1 | 7 | -4 | 13 | 7 | -15 | -4 | 5 | 4 | -5
COc1ccc(NC(=O)C(c2ccc(C)cc2)N(C)C(=O)CC2NC(=O)NC2=O)cc1 (stereo not given) | -3 | 3 | 5 | 2 | -2 | -23 | -4 | -3 | -2
Cc1ccc(CN(C)C(=O)C2CCCN2C(=O)c2cccs2)o1 (stereo not given) | -3 | 1 | 4 | 8 | 2 | -12 | 6 | 0 | 4
Cc1cccc(OCC(=O)NCC2CCCO2)c1C (stereo not given) | 0 | -1 | 4&13 | 7 | -11 | -19 | 2 | 3 | -3
Cc1c(NS(=O)(=O)c2ccc(Cl)c(C(=O)OC(C)C(=O)N3CCOCC3)c2)c(=O)n(-c2ccccc2)n1C (stereo not given) | -8 | 6 | 6 | -1 | -2 | -22 | 1 | -2 | 0
O=C(Cc1ccccc1)NC(c1ccco1)c1c(O)ccc2ccccc12 (stereo not given) | -5 | 9 | 7 | 3 | -6 | -22 | nt | 2 | -13
Cc1cccc(NC(=O)c2c(O)c3cccc4c3n(c2=O)CC4)c1 | 1 | 5 | nt | 5 | 3 | -3[20 µM] | nt | -8 | nt
CCC(=O)N1CCN(c2ccc(OC)cc2[N+](=O)[O-])CC1 | -2 | 3 | 2 | 0 | 6 | -13[20 µM] | 6 | -4 | -2
CC(=O)Nc1ccc(NC(=O)c2ccc(C3SCC(=O)N3CCc3ccccc3)cc2)cc1 (stereo not given) | 3 | 2 | 21 | 6 | -8 | -5 | 39 | 14 | -29
CCCCSC1(SCCCC)N=C(N)C2(C#N)C(c3ccccc3)NC(C)=CC12C#N (stereo not given) | 0 | 4 | 11 | 6 | -3 | 1[20 µM] | 2 | -10 | -26
CCOC(=O)Nc1ccccc1C(=O)N1CCOCC1 | -2 | -2 | 5 | -2 | -6 | -22 | 12 | -5 | 3
COc1ccc(C2CC(C(F)(F)F)n3nc(C(=O)Nc4ccc5c(c4)OCO5)cc3N2)cc1 (stereo not given) | 3 | 2 | 8 | 6 | -10 | -15 | 23 | 3 | -9
COc1ccc(-c2noc(C(=O)NCc3ccccc3Cl)n2)cc1OC | 0 | 0 | 8 | 2 | -4 | -20 | 20 | 1 | -6
O=C(NCc1ccc(F)cc1)c1ccc[nH]1 | 1 | 1 | 2 | 4 | -4 | -10 | -4 | -2 | -4
CCCN1CCC(=O)N([C@H](CSc2ccc(OC)cc2)CC(C)C)CC1 | nt | nt | 20 | nt | nt | -29 | 9 | -1 | -4
CCOc1ccc(CC(=O)Nc2cccc(-c3ccc4nnc(C)n4n3)c2)cc1 | 4 | 0 | 9 | 11 | -4 | -9 | 31 | -7 | -6
COc1ccc(OC)c(NS(=O)(=O)c2cccs2)c1 | 6 | -4 | 9 | 2 | -11 | -10 | 7 | -1 | -7

High-throughput results deposited in PubChem by several laboratories.
